# EPAC2 agonist: EPAC2 (human) agonism; 360,000 compounds, 0.079% hits; AID 720711; Q8WZA2; Potency, µM (titrated, usually from 154 µM), inactives show at the top dose activation, hits mostly activators; EPAC2 activation, biochemical qHTS; response scale: 100% = 6.5 mM cAMP response; further: potency means the concentration at half of the fitted maximal effect; nearly all actives have a fitted effect of over 50% in size
#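 In this primary screen, activation is scored as increased exchange of BODIPY-GDP from Rap1B by 100 nM EPAC2, with 50 uM GDP as competitor. Signal is normalized to the 6.5 mM cAMP agonist control.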
# DRD3 antagonist: D3 dopamine receptor (human) antagonism | P35462 | D3R cells, DiscoveRx beta-arrestin luminescence, antagonist mode; hits give low values | max response, negative = inhibition, % | 360,000 compounds, 2.5% hits | AID 652054; in the data active means max response below about -50%; inconclusive means no clear call, values can overlap the other calls; further: on the % scale 0 is the no-effect control and ±100 the full control effect; mostly tested at two doses, the higher about 12 µM
# Target sequence (P35462 whole entry, looked up): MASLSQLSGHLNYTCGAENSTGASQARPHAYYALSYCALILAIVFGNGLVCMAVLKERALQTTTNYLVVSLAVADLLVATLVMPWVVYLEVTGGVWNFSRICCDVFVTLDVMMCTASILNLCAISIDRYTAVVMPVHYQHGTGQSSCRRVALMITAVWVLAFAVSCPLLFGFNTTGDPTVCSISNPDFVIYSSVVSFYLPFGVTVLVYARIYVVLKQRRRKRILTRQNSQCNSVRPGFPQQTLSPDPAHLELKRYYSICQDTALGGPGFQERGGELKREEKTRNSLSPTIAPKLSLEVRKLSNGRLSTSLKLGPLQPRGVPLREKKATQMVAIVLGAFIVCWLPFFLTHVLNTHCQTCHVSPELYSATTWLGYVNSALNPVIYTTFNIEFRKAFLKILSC
#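 Cells plated overnight at 1500 cells/well, then exposed to library compounds with dopamine controls for 90 minutes at 37 degrees C. DiscoveRx reagent added for 30–60 minutes at room temperature; luminescence read, quantitative HTS format.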
# Akt phos inh: blocks phosphorylation of Akt. Neuro2A IGF-stimulated pAkt S473 HTRF, 20 min; hits give low values. activity change, % for hits at 50 µM. 360,000 compounds, 0.32% hits. AID 651550; in the data active means activity change below about -80%; inconclusive means mostly about -51% to -80%; further: on the % scale 0 is the no-effect control and ±100 the full control effect
#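 Neuro2A cells in DMEM with 0.5% FBS, overnight at 37 deg C, given compound at single 50 µM final, then IGF (6 nM final) for 20 min at 37 deg C. Lysed; phospho-Akt Ser473 by HTRF after 24 h, 665/615 ratio.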
# DRD3 agonist: D3 dopamine receptor (human) agonism. P35462. D3R DiscoveRx beta-arrestin cells, luminescence, 90 min. AID 652048. 410,000 compounds, 0.58% hits. max activation, %; in the data active means max activation above about 30%; further: 0% is about no effect; mostly tested at two doses, the higher about 12 µM
#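 Cells at 1500/well, incubated overnight, then treated with pinned compounds (dopamine as control) for 90 min at 37 degrees C. DiscoveRx reagent added for 30 - 60 minutes at room temperature; luminescence read.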
# MmCpn inh: blocks the Methanococcus maripaludis chaperonin Mm-Cpn; 330,000 compounds, 0.031% hits; Potency, µM (series often up to 76.9 µM), for the others: at the top dose activity, negative = inhibition, most hits filed as inhibitors; AID 504842; purified Mm-Cpn ATPase, ADP Transcreener TR-FRET; further: potency means the concentration at half of the fitted maximal effect; on the % scale 0 is the no-effect control and ±100 the full control effect; nearly all actives have a fitted effect of over 80% in size
#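 ATPase read-out: TR-FRET ADP immunoassay (anti-ADP Eu cryptate vs ADP-d2), ex 320 nm, em 590/665 nm; signal drops as ADP forms. Enzyme 25 nM, ATP 10 uM, 30 min at 37°C after 10 min compound preincubation.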
# EPAC2 antagonist: blocks human EPAC2 exchange factor; Q8WZA2; EPAC2 GEF exchange of Rap1B-BODIPY-GDP, fluorescence; Potency, µM (top dose mostly 114 µM), without a hit: at the highest dose activity, negative = inhibition, most hits filed as inhibitors; 360,000 compounds, 0.18% hits; AID 720708; further: potency means the concentration at half of the fitted maximal effect; on the % scale 0 is the no-effect control and ±100 the full control effect; nearly all actives have a fitted effect of over 45% in size; many of its hits are not listed in these tables
# PTHR1 ag: PTHR1 (human) receptor agonism; Potency, µM (series often up to 115 µM), for inactives: at the top dose activation, actives largely listed as activators; HEK293 GP2 PTHR1 cells, GloSensor cAMP luminescence, 1 h; 410,000 compounds, 0.075% hits; Q03431; further: potency means the concentration at half of the fitted maximal effect; nearly all actives have a fitted effect of over 55% in size; some results filed as inactive show a strong effect at the top dose; inactives centre near -15; many of its hits are not listed in these tables
# Target sequence (Q03431 whole entry, looked up): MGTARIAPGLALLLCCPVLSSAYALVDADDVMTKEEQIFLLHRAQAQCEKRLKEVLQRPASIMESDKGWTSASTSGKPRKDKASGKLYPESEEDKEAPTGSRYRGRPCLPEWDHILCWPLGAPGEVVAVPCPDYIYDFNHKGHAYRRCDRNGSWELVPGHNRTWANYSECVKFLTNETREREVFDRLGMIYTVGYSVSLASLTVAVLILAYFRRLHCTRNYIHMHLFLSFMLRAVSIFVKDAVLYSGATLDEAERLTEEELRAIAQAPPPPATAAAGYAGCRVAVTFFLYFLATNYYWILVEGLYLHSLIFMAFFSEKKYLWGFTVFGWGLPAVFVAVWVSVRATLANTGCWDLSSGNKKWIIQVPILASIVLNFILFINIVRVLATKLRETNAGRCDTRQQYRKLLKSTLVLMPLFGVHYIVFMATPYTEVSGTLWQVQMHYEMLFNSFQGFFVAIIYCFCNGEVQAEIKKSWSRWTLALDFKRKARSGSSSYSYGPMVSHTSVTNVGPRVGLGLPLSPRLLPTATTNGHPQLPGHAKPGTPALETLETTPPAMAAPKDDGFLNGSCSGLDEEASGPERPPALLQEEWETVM
#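 HEK-293-derived GP2 cells expressing PTHR1 and a GloSensor cAMP reporter, 3,000/well, plated overnight, given luciferin plus IBMX (each 0.5 mM as added) for 1 h at 37 °C, then compound for 1 h at 37 °C. Luminescence was read after 15 min at room temperature.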
# CCT chaperon mod: cytosolic chaperonin activity modulation. purified chaperonin ATPase assay, HTRF ADP detection, 30 min. activity change, % (no concentration beside the values), hits read low. 360,000 compounds, 0.3% hits. AID 651819; in the data active means activity change below about -30%; further: on the % scale 0 is the no-effect control and ±100 the full control effect
#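 First, chaperonin was dispensed at 40 nM or 20 nM final depending on batch activity. Next, compounds were pinned at 76 uM and ATP added at 10 uM. After 30 min at 37 °C, ADP detection reagents ran 30 min at ambient temperature.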
# An asterisk follows results filed as active; i = inactive; u = inconclusive; x = not tested or not shown; [ ] = another dose, or the depositor's remark. Unless noted, the call rests on the fitted dose curve; in most records, active means well fitted curve in the direction sought with a large enough effect; inconclusive means small, poorly fitted or top-dose-only effect, or another doubt; inactive means no such curve, though single readings can be large; an effect the other way counts as inactive or inconclusive.
SMILES,EPAC2 agonist,DRD3 antagonist,Akt phos inh,DRD3 agonist,MmCpn inh,EPAC2 antagonist,PTHR1 ag,CCT chaperon mod
CC1CCC(NS(=O)(=O)c2cccc3nsnc23)CC1 (stereo not given),0%,5,i,7,1%,-10%,i,1.7
COc1ccc(CN(Cc2ccc(C(=O)O)cc2)C(=S)Nc2ccccc2Cl)cc1OC,-2%,3,i,-3,2%,10%,i,1.5
O=C(CSc1c2c(nc3ccccc13)CCCC2)NCc1ccco1,3%,2,i,-1,-9%,6%,-50%[inhibitor],1.4
Cc1cccc(OCC(=O)Nc2cccc(C(=O)NCC(C)C)c2)c1,5%,-15,i,8,0%,7%,i,-2.7
COc1ccc(OC)c(CN2C(=O)CCC2(C)C(=O)NC2CCCCCC2)c1 (stereo not given),0%,-15,i,2,-1%,4%,i,-3.1
CSc1nnc(-c2cccn(Cc3ccccc3)c2=O)o1,16%,-13,i,-9,-3%,-4%,i,-1.2
CCC1C(=O)NCCN1C(=O)CCc1nnc(CCc2ccc(OC)cc2)o1 (stereo not given),0%,-1,i,-6,0%,-2%,-1%,-1.7
CC(C)Cc1nnc(NS(=O)(=O)c2ccccc2)s1,11%,7,i,2,x,19%,-11%,1.2
CC(C)Oc1cccc(NC(=O)C2(C)CCCN(C)C2)c1 (stereo not given),11%,-2,i,6,x,19%,i,-1.9
COc1ccc(N2CCN(C(=O)C(=O)c3cn(CC(=O)N4CCCC4)c4ccccc34)CC2)cc1,4%,15,i,6,x,-11%,-19%,0.3
COCCCN1C2=C(C(=O)CC(C)(C)C2)C(c2ccc(OC)c(OC)c2)C2=C1CC(C)(C)CC2=O,5%,1,i,2,0%,-15%,i,-0.6
Cc1sc2ncnc(SC(C)C(=O)N3c4ccccc4Sc4ccccc43)c2c1C (stereo not given),13%,-16,i,-10,-6%,20%,i,-0.7
CSc1nc(C)[nH]c(=O)c1C#N,6%,10,i,7,-3%,-12%,-20%,-0.3
O=C(COC(=O)c1cc(S(=O)(=O)N2CCOCC2)ccc1O)NCC1CCCO1 (stereo not given),11%,-24,i,-5,1%,0%,2%[57.5 µM],-0.2
O=C(Nc1cccc(-n2cnnn2)c1)c1cc(Cl)ccc1Cl,6%,-5,i,-2,2%,-7%,-1%,-2.7
COc1ccc([N+](=O)[O-])cc1NC1C2CC3CC(C2)CC1C3 (stereo not given),5%,6,i,0,-3%,13%,-4%[57.5 µM],-0.1
COC(=O)CNc1cc(S(=O)(=O)N2CCCCC2)ccc1Oc1cccc(C)c1,18%,-19,i,-11,1%,-11%,i,-0.8
C=CCNc1nc(Cl)nc(Nc2ccc([N+](=O)[O-])cc2)n1,9%,-10,i,-8,-4%,-2%,i,-1.9
O=CN1CCN(C(=O)c2ccc3c(c2)OCO3)CC1,7%,-28,i,-5,-2%,10%,-4%,-2.1
Cc1nc2[nH]c(=O)c3c(n2n1)NC1=C(C(=O)CC(C)(C)C1)C3c1ccccc1 (stereo not given),-2%,20,i,-1,-3%,9%,i,-1.4
C/C(=N/NC(=O)c1cccs1)c1cccc(NC(=O)C2CC2)c1,1%,18,i,-5,1%,-2%,i,-0.8
CN(CC(=O)Nc1ccc(F)c(F)c1F)C(=O)c1ccc(-n2cncn2)cc1,7%,5,i,5,-1%,-7%,i,-0.4
O=C(CSc1nncs1)N1CCN(C(=O)c2ccco2)CC1,-2%,11,i,1,-2%,-5%,-18%,-1.0
O=C(COC(=O)c1ccc(Cl)c(S(=O)(=O)N2CCCCC2)c1)NCC1CCCO1 (stereo not given),2%,2,i,3,5%,2%,-45%,0.6
COc1ccc2cc(C3(C)NC(=O)N(CC(=O)NCC(F)(F)F)C3=O)ccc2c1 (stereo not given),12%,-6,i,3,1%,2%,i,-33*
Cc1ccc(C(=O)N2CC(=O)Nc3ccc(F)cc3C2c2ccc(F)cc2)cc1 (stereo not given),0%,21,i,-3,1%,-7%,-5%,0.1
O=C1NC(=O)C(Cc2ccc(Cl)cc2)(c2ccccc2)N1 (stereo not given),0%,2,i,-14,x,-21%,i,-3.0
CC(C)C[C@@H](CN)NC(=O)c1nc[nH]c1C(=O)N[C@@H](Cc1ccccc1)C(=O)CNC[C@H](C)NC(=O)c1nc[nH]c1C(=O)N[C@@H](CC(=O)O)C(=O)O,-4%,u,i,-7,x,16%,-20%,-1.6
Cc1cccn2c(=O)c3cc(C(=O)NCCN4CCOCC4)n(C)c3nc12,-4%,21,i,0,1%,8%,-10%,-1.5
O=C(Nc1ccc(Cl)cc1)c1cc(-c2cccs2)on1,3%,1,i,-14,-3%,0%,i,0.6
CC1CCCN(S(=O)(=O)c2cccc([N+](=O)[O-])c2)C1 (stereo not given),4%,0,i,-2,1%,-9%,-9%,-1.7
O=C(COC(=O)C1CC1)NCCc1ccccc1,7%,-2,i,-3,-1%,2%,-17%,1.2
COCCN(C(=O)c1ccc(-c2ccc(Cl)cc2)o1)c1c(N)n(Cc2ccccc2)c(=O)[nH]c1=O,-11%,13,i,4,-24%,14%,-19%,2.4
COc1ccccc1NC(=O)Nc1nc(C(N)Cc2ccccc2)cs1 (stereo not given),8%,0,i,-4,x,2%,-22%,-30*
CCCCNC(=O)C[C@@H]1C[C@@]2(C(=O)OC)CC(C)(C)CC=C2N(Cc2cccc3ccccc23)C1=O,-4%,0,i,-1,x,-16%,-48%[inhibitor],x
CCOC(=O)N1CCN(C(=O)CCN2C(=O)/C(=C\c3ccccc3OC)SC2=S)CC1,-4%,-1,i,-9,3%,8%,-16%,-1.6
CSc1cccc(NC(=O)/C=C/c2ccccc2)c1,13%,-28,i,-22,3%[15.4 µM],-1%,-38%[inhibitor],1.8
O=C(O)CCC(=O)N1N=C(c2cccs2)CC1c1cn(-c2ccccc2)nc1-c1ccccc1 (stereo not given),-1%[15.6 µM],-3,x,0,-5%,-24%,i,1.2
O=C(Nc1c(C(=O)N2CCOCC2)cnn1-c1ccccc1Cl)c1ccco1,-11%,3,i,8,0%,1%,i,0.8
CCN(CC)C(=O)C(=O)c1c(-c2ccccc2)[nH]c2ccccc12,-4%,93,i,-16,-1%,2%,i,-2.1

# Five structures out of the list, ordered by count of non-hydrogen atoms, rising:
SMILES,EPAC2 agonist,DRD3 antagonist,Akt phos inh,DRD3 agonist,MmCpn inh,EPAC2 antagonist,PTHR1 ag,CCT chaperon mod
O=C1NC(=O)C(Cc2ccc(Cl)cc2)(c2ccccc2)N1 (stereo not given),0%,2,i,-14,x,-21%,i,-3.0
COc1ccccc1NC(=O)Nc1nc(C(N)Cc2ccccc2)cs1 (stereo not given),8%,0,i,-4,x,2%,-22%,-30*
Cc1cccn2c(=O)c3cc(C(=O)NCCN4CCOCC4)n(C)c3nc12,-4%,21,i,0,1%,8%,-10%,-1.5
O=C(Nc1c(C(=O)N2CCOCC2)cnn1-c1ccccc1Cl)c1ccco1,-11%,3,i,8,0%,1%,i,0.8
Cc1ccc(C(=O)N2CC(=O)Nc3ccc(F)cc3C2c2ccc(F)cc2)cc1 (stereo not given),0%,21,i,-3,1%,-7%,-5%,0.1

# (listing goes on)
SMILES,EPAC2 agonist,DRD3 antagonist,Akt phos inh,DRD3 agonist,MmCpn inh,EPAC2 antagonist,PTHR1 ag,CCT chaperon mod
COC(=O)C1=C(N)Oc2cc(C)n(Cc3ccncc3)c(=O)c2C1c1cccnc1 (stereo not given),0%[15.6 µM],21,x,3,x,-16%,i,-2.5
Cc1ccc(-c2nc3sc4c(c3c(=O)n2N)CCCC4)cc1,4%,-15,i,27,1%,-25%,-34%[inhibitor],-0.8
O=[N+]([O-])c1cccc(/C=N/N2CCN(Cc3ccc(Cl)cc3)CC2)c1,2%,u,i,-18,1%,3%,i,-1.1
COC(=O)NC(=S)Nc1ccc(Oc2ccc(Cl)cc2)c(Cl)c1,16%,u,i,-57,-1%,0%,-9%[57.5 µM],-7.5
Cn1cnc2c(NCc3ccco3)ncnc21,5%,-25,i,2,0%,9%,-3%,0.4
O=C(COC(=O)c1ccccc1SCC(=O)NC1CCS(=O)(=O)C1)NC1CCS(=O)(=O)C1 (stereo not given),7%,0,i,5,2%,9%,i,0.8
C[C@H](CO)N1C[C@H](C)[C@@H](CN(C)C(=O)Nc2ccc(F)cc2)Oc2ccc(NS(C)(=O)=O)cc2C1=O,-8%,48,i,7,-1%,-5%,i,-0.1
CN(C)c1ccc(NC(=O)Nc2cccc(Cl)c2)cc1,-10%,-8,i,5,-6%,6%,-19%[57.5 µM],-1.3
c1csc(-c2noc(CN3CCc4sccc4C3)n2)c1,2%,18,i,-2,-1%,-11%,-30%[inhibitor],3.1
Cc1cc(N2CCN(C)CC2)nc2ccc(NC(=S)N3CCOCC3)cc12,0%,-5,i,5,1%,5%,i,-1.1
Cc1ccc(C)c(NC(=O)CSc2nnc3n2CCCCC3)c1,-2%,27,i,2,0%,5%,i,1.3
Cc1[nH]c2ccccc2c1C(=O)COC(=O)Cn1c(C)nc2ccccc21,6%,25,i,2,2%,-12%,-19%,-0.1
Cc1nn(C)cc1CNC(=O)COc1ccc(Cl)cc1Cl,6%,22,i,-3,2%,-12%,23%[57.5 µM],2.4
O=C(Cn1c2c(c(=O)n3ncnc13)CCC2)N/N=C/c1cccs1,-2%,-10,i,-2,-3%,5%,-19%,1.5
C/C(=N\Nc1nc2ccc(Cl)cc2o1)c1ccccc1,2%,-8,i,-21,-2%,-5%,-6%,-0.1

# Some entries already given, reduced to DRD3 antagonist.
SMILES | DRD3 antagonist
O=C(COC(=O)C1CC1)NCCc1ccccc1 | -2
CSc1nnc(-c2cccn(Cc3ccccc3)c2=O)o1 | -13
c1csc(-c2noc(CN3CCc4sccc4C3)n2)c1 | 18
O=C(Nc1cccc(-n2cnnn2)c1)c1cc(Cl)ccc1Cl | -5

# Not all compounds are listed (hit frequency here may not be typical).
